Screening data from PubChem.
KOR beta-arrestin-1: KOR agonists, beta-arrestin recruitment, primary screen, cell-based, luminescence, uHTS (AID 1777) | KOR beta-arrestin recruitment, luminescence; higher % means a stronger effect | activation, % at 10 µM, or EC50 in µM where a hit was titrated | actives 0.02% (n = 280,000); in the data active = activation above about 50%, passing the limit was not always enough; note: a part of the inactive calls stands beside numbers as strong as those of hits
GPR55 beta-arrestin: GPR55 agonists via beta-arrestin recruitment, primary screen, imaging, U2OS cells, beta-arrestin-GFP redistribution (AID 1961). U2OS GPR55 beta-arrestin-GFP redistribution imaging; higher % means a stronger effect. activation, % at 10 µM, or EC50 in µM where a hit was titrated. actives 0.048% (n = 290,000);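 active = activation above 40% with more than 50 cells counted in the well; inconclusive = wells holding fewer than 50 cells, flagged as toxic or sparse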;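 note: U2OS osteosarcoma cells stably expressing GPR55 and beta-arrestin-GFP; plate controls were DMSO negative control for no effect and LPI positive control for full effect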
KOR beta-arrestin-2: KOR antagonists, beta-arrestin recruitment, cell-based, luminescence, uHTS (AID 1778) | actives 0.091% (n = 290,000) | KOR beta-arrestin recruitment, luminescence, antagonist mode; higher % means a stronger effect | inhibition, % at 10 µM; hits with a dose series show IC50 in µM; in the data active = inhibition above about 50%; note: strong numbers were not always called active
Dengue-2 NS5 capping: flavivirus cap methylation enzyme inhibition – biochemical, confirmation dose response, primary screen (AID 588689); Dengue-2 NS5 methyltransferase capping enzyme assay, biochemical; higher % means a stronger effect; inhibition, % at 25 µM; hits with a dose series show IC50 in µM; actives 0.3% (n = 340,000); in the data active = a potency from the dose series; inconclusive = inhibition above about 29% without an active follow-up result
HIV peptide binding: inhibitors of HIV fusion peptide binding, primary screen, biochemical, uHTS, fluorescence dequenching (AID 1986) | cell-free peptide binding, fluorescence dequenching, 30 min; higher % means a stronger effect | inhibition, % at 20 µM, or IC50 in µM where a hit was titrated | actives 0.3% (n = 290,000); in the data active = inhibition mostly above about 52%, no sharp cut-off; inactive = mostly below about 76%; note: some results filed as inactive read as strong as hits
GPR35 arrestin U2OS: GPR35 antagonists blocking zaprinast-driven arrestin recruitment, primary screen, imaging, U2OS, beta-arrestin-GFP, zaprinast agonist (AID 2058); actives 0.052% (n = 290,000); one-dose inhibition, % at 10 µM; IC50 in µM for titrated hits; U2OS GPR35 beta-arrestin-GFP translocation imaging, zaprinast antagonism; higher % means a stronger effect;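 active = inhibition of at least 50% with at least 30 cells and total cytoplasm GFP at most 10,000,000; inconclusive = under 30 cells or total GFP of 10,000,000 plus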
NOD1 NF-kB reporter: NOD1 signaling inhibitors, primary screen, cell-based, luminescence, uHTS (AID 1578) | NOD1-driven NF-kB luciferase reporter cells, luminescence; higher % means a stronger effect | inhibition, % at 4 µM, or EC50 in µM where a hit was titrated | actives 1% (n = 290,000); in the data active = inhibition mostly above about 36%, no sharp cut-off; inactive = mostly below about 34%;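 note: HEK-293T reporter cells stimulated with the NOD1 agonist gamma-tri-DAP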
West Nile virus CPE: West Nile virus antiviral activity, cell-based, CPE readout (AID 1621) | West Nile virus-infected cells, CPE inhibition; higher % means a stronger effect | CPE inhibition, % at 10 µM; hits with a dose series show IC50 in µM | actives 0.02% (n = 290,000); in the data active = a potency from the dose series; inconclusive = CPE inhibition mostly from about 3.7% at the one dose, without a potency; inactive = the rest, 99 in 100 with CPE inhibition below about 2.2%; note: strong numbers were not always called active
GPR55 antagonists: GPR55 antagonists blocking LPI-driven arrestin recruitment, primary screen, imaging, U2OS, beta-arrestin-GFP, LPI agonist (AID 2013) | U2OS GPR55 beta-arrestin-GFP translocation imaging, LPI antagonism; higher % means a stronger effect | actives 0.13% (n = 290,000) | inhibition, % at 10 µM; hits with a dose series show IC50 in µM;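 active = spots per cell inhibited over 60%, with over 100 cells counted and total cytoplasm intensity under 500,000; inconclusive = wells with under 100 cells, flagged as likely toxic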;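 note: U2OS cells stably carrying GPR55 and arrestin-GFP stimulated by 5 µM LPI near EC80; imaged beta-arrestin-GFP aggregate spots per cell after agonist stimulation; plate controls were LPI-stimulated DMSO wells for no effect and DMSO wells without LPI for full effect; some results filed as inactive read as strong as hits; confirmed hits need IC50 under 10 µM and bright autofluorescent wells are also inconclusive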
Dengue-2 NS5 capping pilot replicate: second read-out of Dengue-2 NS5 capping, no call of its own (marks repeat the call); inhibition, %; measured here: pilot screen replicate inhibition
* hit, by the source's call; ? = inconclusive; · = not tested or not shown; [ ] = dose if it differs, or a comment.

SMILES | KOR beta-arrestin-1 | GPR55 beta-arrestin | KOR beta-arrestin-2 | Dengue-2 NS5 capping | HIV peptide binding | GPR35 arrestin U2OS | NOD1 NF-kB reporter | West Nile virus CPE | GPR55 antagonists | others
CCCCCCc1cc2cc(-c3nnc(-c4ccccc4)o3)c(=O)oc2cc1O | 9.4% | -0.1% | -35% | ? | -2.9% | -1% | 62% | ? | 4%
COc1cccc(/C=C2\Oc3cc(OC(=O)N4CCOCC4)ccc3C2=O)c1 | -3.1% | -0.1% | -9% | -6% | -0.8% | -6% | 3% | -0.1% | 11%
CN(C1CCCCC1)S(=O)(=O)c1cc2c(cc1Cl)NC(=O)CO2 | 4.4% | 0.0% | -28% | -11% | 3.5% | 0% | 3% | -0.3% | 11%
COCc1nc(-c2ccc(-c3ccccc3)nc2OC)no1 | 6.1% | 1.4% | -38% | 5% | 0.4% | -4% | 31% | -0.5% | -5%
COc1ccc(NC(=O)COC(=O)C2CCCCC2)c([N+](=O)[O-])c1 | -3.9% | 0.5% | 17% | -6% | -0.7% | -6% | -18% | 0.1% | -3%
O=C(CCN1CCOCC1)Nc1ccc2c(c1)CCC2 | 2.7% | -0.2% | -5% | -2% | 2.2% | -10% | -22% | 0.2% | -3%
FC(F)(F)c1cccc(-c2nc(-c3ccncc3)no2)c1 | -7.8% | -0.1% | 3% | -6% | 0.5% | -9% | -24% | 0.3% | 9%
Nc1c(C(=O)NCc2ccc3c(c2)OCO3)nnn1-c1ccc(OC(F)(F)F)cc1 | 7.5% | 0.5% | -18% | -2% | -0.7% | 13% | 34% | -1.1% | -13%
O=[N+]([O-])c1cnn(-c2nc(-c3ccco3)cc(C(F)(F)F)n2)c1 | -2.0% | -0.3% | -16% | -4% | 3.5% | 17% | 0% | -0.9% | 4%
Cc1ccc(S(=O)(=O)N(CCCO)Cc2cc3c(C)ccc(C)c3[nH]c2=O)cc1 | 2.6% | 0.0% | 17% | -12% | 0.7% | 1% | 10% | -0.1% | 21%
COCCn1c(=NC(=O)c2ccc(S(=O)(=O)N3CCc4ccccc4C3)cc2)sc2cc(OC)ccc21 | 4.7% | 0.4% | 18% | -8% | -1.1% | 1% | -58% | -1.0% | -2%
COc1ccc(N2CCN(Cc3cc4c(cc3O)CCC4)CC2)cc1 | 4.9% | 0.0% | -21% | -2% | -0.7% | -2% | 5% | -0.3% | 10% | Dengue-2 NS5 capping pilot replicate=-3.6
O=C(Nc1cccnc1)Nc1ccccc1Cl | 6.2% | -0.2% | -72% | -6% | 1.0% | -7% | -9% | -0.2% | -11%
COCCCNC(=O)Cn1cc(C(=O)C2CC2)c2ccccc21 | -4.2% | -0.1% | -18% | -2% | -1.6% | 4% | 1% | 0.9% | 16%
COc1ccccc1-n1cc(CN2CCN(C3CCCCC3)C(CCO)C2)cn1 (centres undefined) | -7.2% | -0.1% | -36%[20 µM] | 4% | -0.5% | 7% | -9% | -0.3% | 5%
CN(C)S(=O)(=O)c1ccc(N2CCCC2)c(C(=O)Nc2ccc(N3CCOCC3)cc2)c1 | -2.5% | 0.6% | -2% | -7% | -1.9% | 11% | 15% | 0.2% | 5%
COCCn1c(-c2ccccc2F)n[nH]c1=S | 2.8% | 0.2% | 9% | 1% | 0.4% | 6% | 3% | 0.4% | 3%
CCN(CC)CCCNCC(=O)Nc1ccc(OC)c(Cl)c1 | 3.7% | 0.2% | 7% | · | 0.8% | 1% | -10% | 0.6% | 3%
Cc1ccc(S(=O)(=O)N/N=C/c2c[nH]c3ccccc23)cc1 | 3.2% | -0.5% | -29% | -8% | -1.7% | -1% | 62%* | 0.1% | -17%
Cc1ccc(C23CC4CC(CC(NC(=O)NC(C)(C)CO)(C4)C2)C3)cc1 | 2.3% | -0.1% | -2% | -1% | -1.3% | -2% | 11% | -1.5% | 26% | Dengue-2 NS5 capping pilot replicate=-1.8
Cc1ccc(N2C(=O)C3N=NN(CC(=O)N4N=C(c5ccccc5)CC4c4ccccc4)C3C2=O)cc1 (centres undefined) | 6.5% | 0.5% | -27% | 9% | 7.7% | -7% | 4% | -0.6% | -12%
CN(c1ccccc1)S(=O)(=O)c1cccc(NS(=O)(=O)c2ccc(/C=C/C(=O)O)cc2)c1 | -4.8% | -0.5% | 21% | -2% | 5.7% | 5% | -12% | 0.6% | -2%
OC(COCc1ccc(Cl)cc1)CN1CCc2ccccc2C1 (centres undefined) | 5.6% | 0.1% | 20% | 4% | 1.9% | -3% | -7% | 0.1% | 13%
CCN(CC)S(=O)(=O)c1ccc2c(c1)nc(CCC(=O)O)n2C | -0.6% | 0.2% | 18% | 2% | 2.6% | 13% | 11% | 0.2% | 3%
O=C(O)CS/C(=C\c1ccc(F)cc1)c1nc2ccccc2s1 | 1.0% | -0.4% | -18% | · | 3.9% | -15% | -41% | 0.2% | 0%
CCc1nnc(NC(=O)CSc2nc(-c3ccc(OC)cc3)ns2)s1 | 1.6% | -0.2% | 34% | -10% | -0.5% | 7% | -24% | -0.5% | -5%
CCC(=O)N/C(=N/c1nc(C)cc(C)n1)Nc1ccc(OC)cc1 | -1.1% | 0.0% | 10% | -1% | 0.4% | -15% | -27% | -1.0% | 3%
Cn1c(SCc2ccccc2)nnc1-c1cnccn1 | 5.6% | -0.1% | 16% | -1% | 0.3% | -10% | -43% | -0.3% | 4%
O=c1cc(-c2ccco2)nc(SCc2cccc(Cl)c2)[nH]1 | 2.0% | -0.1% | -107%[20 µM] | -1% | 1.6% | 12% | 10% | 0.0% | -20%
CC1CCN(C(=O)Cn2nnc(-c3ccc(N)cc3)n2)CC1 | -3.0% | -0.3% | -11%[20 µM] | -4% | -0.2% | 6% | 1% | 1.0% | 4%
CCn1cnc2cc(NCc3nc4ccccc4n3Cc3ccccc3)ccc21 | -2.1% | -0.3% | 12% | -2% | 0.8% | -11% | -7% | -0.5% | 11%
CCOCCc1nnc(NC(=O)CN2C(=O)c3ccccc3C2=O)s1 | 2.8% | -0.2% | 15% | -6% | 0.0% | 2% | -6% | 0.6% | -12%
CCOc1ccc2nc(NC(=O)C3CCCO3)sc2c1 (centres undefined) | · | -0.1% | 3%[20 µM] | -1% | 0.5% | 10% | -63% | -0.4% | -7%
O=C(O)C1CCCCC1C(=O)N1CC=C(c2ccccc2)CC1 (centres undefined) | -1.1% | 1.0% | -33% | -4% | 1.7% | 8% | -15% | 0.3% | 5%
Cc1ccc(N=C2NC(=O)/C(=C/C=C/c3ccco3)S2)cc1C | -1.8% | 0.1% | -19% | -6% | 60% | -24% | -12% | · | 4%
CCc1ccc(N2CC34C=CC(O3)C(C(=O)OC)C4C2=O)cc1 (centres undefined) | 1.6% | -0.1% | 8% | 4% | 0.6% | -1% | -15% | -0.4% | -2%
Cc1[nH]c(=O)[nH]c1C(=O)CCCCC(=O)O | -7.9% | 0.6% | 17% | 5% | 1.5% | -5% | -13% | 0.0% | -5%
Cc1ccc(NC2=C(Cl)C(=O)OC2NC(=O)c2ccccc2)cc1 (centres undefined) | 0.8% | 0.0% | 47% | -2% | 1.1% | -1% | -19% | -0.8% | 1%
CCOC(=O)C1=C(C)N(C)C(=S)NC1c1cccc(Cl)c1Cl (centres undefined) | -7.2% | -0.1% | -12%[20 µM] | -6% | -2.8% | -4% | -10% | -1.5% | 22%
CCOc1ccc(S(=O)(=O)Nc2ccc(C(=O)NCC(c3ccco3)N(C)C)cc2)cc1 (centres undefined) | -1.0% | -0.2% | 6% | -6% | 1.8% | 8% | 1% | 1.0% | -10%
COc1ccccc1/C(C)=N/NC(=O)c1nnn(-c2nonc2N)c1C(C)C | -1.2% | 0.5% | -46% | -3% | -0.1% | -21% | -6% | -0.2% | 0%
N#Cc1c2n(c3c(=O)n(Cc4ccccc4Cl)cnc13)CCCC2 | -5.1% | -0.3% | 1% | -2% | 10% | -16% | 27% | -1.2% | -2%
Cc1c(S(=O)(=O)Nc2ccc3c(c2)OCCO3)cnn1C | 1.9% | -1.2% | -7% | -10% | 0.1% | -9% | -10% | -0.4% | 5%
O=C1/C(=C/c2cccc(Cl)c2)SC(=S)N1CCC(=O)N1CCCCC1CCO (centres undefined) | 12% | 0.0% | -89% | 3% | 1.8% | 6% | 35% | ? | -20%
CCOC(=O)C(NC(C)=O)C(=O)Nc1c(C)cccc1C (centres undefined) | -3.4% | 0.2% | -16%[20 µM] | 7% | 0.6% | -19% | -23% | 0.6% | 6%
CS(=O)(=O)N(CC(=O)N1CCCC1)Cc1ccc(Cl)c(Cl)c1 | 2.8% | -0.1% | -42%[20 µM] | 5% | 1.5% | -8% | -6% | -0.7% | 12% | Dengue-2 NS5 capping pilot replicate=0.6
Cc1cc2c(cc1C)CSC(c1ccc(O)cc1)SC2 | 1.0% | -0.1% | -26% | -5% | -1.8% | 4% | 19% | 1.1% | 5%
CC(=O)C1=C(O)CC(C)(C)CC1=NCc1nc2ccccc2[nH]1 | -4.2% | -0.2% | 1% | -2% | -1.3% | -7% | -6% | -0.4% | 14%
Cc1ccc2c(c1)C1(OCCCO1)C(=O)N2CC#N | 2.9% | 0.0% | -37%[20 µM] | -2% | 0.5% | 0% | -4% | 0.5% | 4%
CCOc1ccc(NCc2cc3c(C(C)(C)C)nn(-c4ccccc4)c3[nH]c2=O)cc1 | 0.3% | -0.1% | 8% | 21% | -3.6% | 15% | 41% | 11% | 19%
(list continues)
SMILES | KOR beta-arrestin-1 | GPR55 beta-arrestin | KOR beta-arrestin-2 | Dengue-2 NS5 capping | HIV peptide binding | GPR35 arrestin U2OS | NOD1 NF-kB reporter | West Nile virus CPE | GPR55 antagonists | others
COc1ccc(/C=C2\SC(=O)N=C2N)cc1 | 18% | -0.3% | -34% | · | -2.1% | 9% | 33% | -0.1% | 7%
O=C(Nc1ccccc1N1CCOCC1)c1ccc2ccccc2n1 | 19% | 0.2% | 14% | -4% | -0.1% | 1% | 1% | 1.0% | 34%
Cc1ccc(C)c(NC(=O)C2CCN(S(=O)(=O)c3ccc4c(c3)NC(=O)CO4)CC2)c1 | -0.5% | 0.0% | -28% | -3% | -1.7% | 2% | -9% | 0.6% | -12%
Cc1nc(N)nc(N)c1/C=C/C(C)(C)c1ccc(Cl)cc1 | -1.5% | -0.1% | -248%[20 µM] | 1% | -1.3% | -10% | 34% | 2.9% | 6%

An excerpt; count on the stated rates, not on these rows.
